# Source: PubChem BioAssay
# Rv3671c protease = inhibits the M. tuberculosis serine protease Rv3671c | P9WHR9 | inhibition, % at 5.96 µM | AID 2606 | hit rate 0.048% among 320,000; in the data active means inhibition above about 38%;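 further: extracellular domain of Rv3671c used as enzyme; 0% = enzyme with DMSO and 100% = no enzyme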
# Target sequence (P9WHR9 whole entry, looked up, the tested form may be a part): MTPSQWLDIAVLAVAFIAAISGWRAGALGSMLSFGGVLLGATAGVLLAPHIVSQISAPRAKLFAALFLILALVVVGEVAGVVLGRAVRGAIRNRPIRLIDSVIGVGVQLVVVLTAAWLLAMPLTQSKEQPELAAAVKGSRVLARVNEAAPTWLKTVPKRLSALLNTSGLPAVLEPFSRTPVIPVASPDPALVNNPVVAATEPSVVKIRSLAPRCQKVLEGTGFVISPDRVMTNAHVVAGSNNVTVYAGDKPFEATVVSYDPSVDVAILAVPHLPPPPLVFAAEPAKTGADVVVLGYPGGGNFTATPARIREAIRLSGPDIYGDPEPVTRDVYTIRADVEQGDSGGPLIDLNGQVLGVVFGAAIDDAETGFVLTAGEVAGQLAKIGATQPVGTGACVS
# MazF activator = MazEF (E. coli) toxin RNase activation. FAM/BHQ RNA-DNA oligo cleavage fluorescence, 5 h. hit rate 0.32% among 350,000. P0AE70. activation, % at 20 µM; in the data active means activation above about 50%
# Target sequence (P0AE70 whole entry, looked up): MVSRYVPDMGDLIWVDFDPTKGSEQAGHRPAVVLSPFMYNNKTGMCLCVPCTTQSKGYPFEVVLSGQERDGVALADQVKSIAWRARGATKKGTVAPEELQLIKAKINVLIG
# BioA inh = BioA (M. tuberculosis) enzyme inhibition; purified M. tuberculosis BioA enzyme, plate reader; inhibition, % at 9.99 µM; hit rate 0.096% among 360,000; AID 602481; in the data active means inhibition above about 40%; inconclusive means no clear call, values can overlap the other calls
# CCHFV vOTU inh = CCHFV vOTU protease inhibition. Pep-AMC fluorescence. hit rate 0.55% among 370,000. inhibition, % at 11.5 µM; further: 0% = vehicle wells with enzyme and 100% = no enzyme wells
# DUSP3 inh = inhibitors of human VHR1 phosphatase (DUSP3) | recombinant VHR phosphatase, pNPP absorbance | inhibition, % at 13.3 µM | AID 1654 | hit rate 0.52% among 290,000 | P51452; in the data active means inhibition above about 50%; further: some compounds called inactive have numbers as strong as hits
# BoNT-F LC inh = blocks Botulinum neurotoxin F light chain protease; Multiplex microsphere protease cleavage assay, flow cytometry; inhibition, % at 10 µM; hit rate 0.22% among 360,000; AID 588497; in the data active means inhibition above about 35%, passing the limit was not always enough; inconclusive means no clear call, values can overlap the other calls; further: plate controls were buffer without enzyme for full effect and enzyme alone for no effect
# FBA Mtb inh = inhibits M. tuberculosis FBA enzyme; hit rate 2.3% among 360,000; inhibition, % at 1 µM; AID 588726; purified M. tuberculosis FBA, fluorescence read-out; in the data active means inhibition above about 27%;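 further: 0% = vehicle and 100% = reference inhibitor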
# FadD28 binding = inhibitors of Mycobacterium tuberculosis FadD28 bisubstrate binding; FadD28 bisubstrate probe binding, fluorescence polarization; inhibition, % at 12.5 µM; hit rate 0.22% among 360,000; AID 588549; in the data active means inhibition above about 8.5%, passing the limit was not always enough; inconclusive means no clear call, values can overlap the other calls
# GDH-TPI inh = counter-screen for M. tuberculosis FBA inhibitors: GDH-TPI coupled enzymes; GDH-TPI coupled enzyme counterscreen, NADH absorbance; inhibition, % at 4.8 µM; hit rate 1.2% among 360,000; AID 588335;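 further: 0% = DMSO wells and 100% = wells lacking the enzyme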
# UGM FP inh = inhibitors of M. tuberculosis UDP-galactopyranose mutase; P9WIQ1; inhibition, % at 10 µM; hit rate 0.06% among 320,000; AID 504406; purified UGM, fluorescence polarization probe displacement; in the data active means inhibition above about 10%, passing the limit was not always enough; inconclusive means no clear call, values can overlap the other calls
# Target sequence (P9WIQ1 whole entry, looked up): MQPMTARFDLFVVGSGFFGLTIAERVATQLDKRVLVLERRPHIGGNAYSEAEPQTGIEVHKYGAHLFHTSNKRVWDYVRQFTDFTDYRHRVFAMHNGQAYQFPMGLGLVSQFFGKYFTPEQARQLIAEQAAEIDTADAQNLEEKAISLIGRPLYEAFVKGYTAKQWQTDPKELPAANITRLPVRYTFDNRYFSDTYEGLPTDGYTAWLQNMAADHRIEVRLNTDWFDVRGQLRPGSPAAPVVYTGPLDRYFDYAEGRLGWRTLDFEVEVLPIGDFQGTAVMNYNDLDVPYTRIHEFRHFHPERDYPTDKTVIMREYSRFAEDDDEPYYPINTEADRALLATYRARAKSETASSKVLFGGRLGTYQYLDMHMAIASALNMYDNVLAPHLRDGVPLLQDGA
# * marks the source's active call; other numbers are inactive results; ? = inconclusive; . = not tested or not shown. Unless noted, no stated cut-off is given here; in the data, active means inhibition above about 30%; inactive means the rest.
1) COc1ccccc1CC(=O)N1CCN(S(=O)(=O)c2ccccc2)CC1
2) COc1cccc(CNC(=O)CSc2ccc(-c3cccs3)nn2)c1
3) O=C(C1CCC1)N1CCC(c2nc3c(nnn3Cc3c(F)cccc3Cl)c(=O)[nH]2)CC1
4) CC(=O)c1cccc(OCCCOc2cccc3cccnc23)c1
5) CC(C)CN(CC(C)C)C(=O)COn1nnc2ccc(S(=O)(=O)N3CCOCC3)cc21
6) Cc1cccc(CNC(=O)c2sc(=O)n(Cc3ccccc3C)c2C)c1
7) O=C(CSc1nnc2c(n1)[nH]c1ccc(F)cc12)Nc1ccccc1F
8) O=C1NCC(COc2cccc3ccccc23)O1 (stereo not given)
9) CN(C)S(=O)(=O)Oc1ccccc1C(=O)Nc1ccc(F)cc1
10) O=C(CNS(=O)(=O)c1ccc(Cl)c(C(F)(F)F)c1)NC1CCCCC1
compound no.,1,2,3,4,5,6,7,8,9,10
Rv3671c protease,0,-5,-7,-6,-2,.,3,4,-3,2
MazF activator,8,2,-9,0,3,.,-3,16,9,-4
BioA inh,1.6,.,5.5,9.8,-2.1,1.0,-1.4,.,.,-0.1
CCHFV vOTU inh,-4,-4,2,6,-8,3,2,16,-10,10
DUSP3 inh,14,-3,6,15,.,.,-24,5,-2,.
BoNT-F LC inh,4,-4,3,?,.,-6,-27,-8,-2,-1
FBA Mtb inh,0,0,7,-1,4,1,2,1,2,6
FadD28 binding,0.4,-1.2,-7.7,-0.9,0.7,-1.9,0.2,-2.1,-1.7,-2.4
GDH-TPI inh,-1,10,-8,8,-2,10,12,9,8,5
UGM FP inh,0.5,-3.1,0.1,-0.5,-3.8,.,-0.6,0.4,0.6,-0.5

# Rewritten as labelled records: entries from further up
1	COc1ccccc1CC(=O)N1CCN(S(=O)(=O)c2ccccc2)CC1
  Rv3671c protease: 0	MazF activator: 8	BioA inh: 1.6	CCHFV vOTU inh: -4	DUSP3 inh: 14	BoNT-F LC inh: 4	FBA Mtb inh: 0	FadD28 binding: 0.4	GDH-TPI inh: -1	UGM FP inh: 0.5
2	COc1cccc(CNC(=O)CSc2ccc(-c3cccs3)nn2)c1
  Rv3671c protease: -5	MazF activator: 2	BioA inh: .	CCHFV vOTU inh: -4	DUSP3 inh: -3	BoNT-F LC inh: -4	FBA Mtb inh: 0	FadD28 binding: -1.2	GDH-TPI inh: 10	UGM FP inh: -3.1
3	O=C(C1CCC1)N1CCC(c2nc3c(nnn3Cc3c(F)cccc3Cl)c(=O)[nH]2)CC1
  Rv3671c protease: -7	MazF activator: -9	BioA inh: 5.5	CCHFV vOTU inh: 2	DUSP3 inh: 6	BoNT-F LC inh: 3	FBA Mtb inh: 7	FadD28 binding: -7.7	GDH-TPI inh: -8	UGM FP inh: 0.1
4	CC(=O)c1cccc(OCCCOc2cccc3cccnc23)c1
  Rv3671c protease: -6	MazF activator: 0	BioA inh: 9.8	CCHFV vOTU inh: 6	DUSP3 inh: 15	BoNT-F LC inh: ?	FBA Mtb inh: -1	FadD28 binding: -0.9	GDH-TPI inh: 8	UGM FP inh: -0.5

# Pulled by compound from above, 2 records:
1) COc1ccccc1CC(=O)N1CCN(S(=O)(=O)c2ccccc2)CC1
9) CN(C)S(=O)(=O)Oc1ccccc1C(=O)Nc1ccc(F)cc1
compound no.,1,9
Rv3671c protease,0,-3
MazF activator,8,9
BioA inh,1.6,.
CCHFV vOTU inh,-4,-10
DUSP3 inh,14,-2
BoNT-F LC inh,4,-2
FBA Mtb inh,0,2
FadD28 binding,0.4,-1.7
GDH-TPI inh,-1,8
UGM FP inh,0.5,0.6

# The listing continues.
11) COc1ccc(OC)c(S(=O)(=O)NCC(c2ccc3c(c2)OCO3)N2CCOCC2)c1 (stereo not given)
12) COc1ccc(-c2ccc3c(c2)S(=O)(=O)c2cccc(C(=O)NCc4cccc(OC(F)(F)F)c4)c2C3=O)cc1OC
13) CC1=C(C(=O)OC(C)(C)C)C(c2cccs2)NC(=O)N1 (stereo not given)
14) CCCc1cc(=O)[nH]c(SCC(=O)N(C)Cc2ccccc2)n1
15) Cc1ccc(OC(C)C(=O)Nc2ccc(Cl)cn2)c([N+](=O)[O-])n1 (stereo not given)
16) CC1CCCCN1C(=O)c1cc(F)c(F)cc1Cl (stereo not given)
17) CC1Cc2ccccc2N1S(=O)(=O)c1cccc(C(=O)NCC(c2ccco2)N2CCCC2)c1 (stereo not given)
18) CCCn1c(SCC(=O)NC2CCC(C)CC2)n[nH]c1=O (stereo not given)
19) O=S(=O)(c1ccc(N2CCOCC2)nc1)N1CCOCC1
20) CCOc1ccc(S(=O)(=O)NCCC(=O)NCC2COc3ccccc3O2)cc1 (stereo not given)
compound no.,11,12,13,14,15,16,17,18,19,20
Rv3671c protease,-4,2,-7,-4,7,0,.,-5,-7,13
MazF activator,-2,-34,7,-2,2,4,-6,6,0,0
BioA inh,1.2,-3.0,-0.1,-0.8,4.8,-1.4,-1.7,-0.5,-0.2,0.3
CCHFV vOTU inh,2,.,-2,7,12,9,-6,-8,9,-2
DUSP3 inh,.,.,-10,29,.,-8,.,.,0,.
BoNT-F LC inh,-261,5,-8,?,-11,26,.,0,4,0
FBA Mtb inh,3,0,-4,3,1,-1,0,0,1,1
FadD28 binding,0.1,-0.2,-1.8,-3.1,0.2,-1.0,-5.1,-2.4,-3.9,-1.5
GDH-TPI inh,5,7,2,-1,2,3,4,6,-10,5
UGM FP inh,-0.8,?,-3.8,3.4,0.3,-1.1,.,4.3,0.0,0.3

21) CCN(c1ccccc1)S(=O)(=O)c1ccc(OC)c(NC(=O)c2c(C)noc2C)c1
22) Cc1ccc(Cl)cc1N1CCN(S(=O)(=O)c2ccc3[nH]c(=O)ccc3c2)CC1
23) O=C(CC(SCCO)c1ccc2c(c1)OCO2)c1ccco1 (stereo not given)
24) O=C(Nc1ccccc1)C1=C[C@@H](c2coc3ccccc3c2=O)C[C@@H](OCCCCO)O1
25) O=C(/C=C/c1ccccc1)Nc1cccc(C(=O)NCCCc2ccccc2)c1
26) COc1ccc(CC(=O)OCC(=O)NC(=O)NC(C)C)cc1
27) CCn1c(COc2ccccc2C)nnc1SCC(=O)Nc1ccc2c(c1)OCCO2
28) CCn1c(C)nnc1SCC(=O)Nc1ccccc1Cl
29) O=C(Cn1cc(COc2c(Br)cc(F)cc2Br)nn1)c1ccc(O)cc1
30) Cc1cc2ccccc2nc1SCC(=O)Nc1nc(-c2ccccc2)cs1
compound no.,21,22,23,24,25,26,27,28,29,30
Rv3671c protease,.,-5,1,-6,.,8,.,-2,.,-3
MazF activator,-7,-10,4,6,-8,-2,-2,4,2,-16
BioA inh,-0.2,-0.1,18,-2.2,-0.3,-1.3,-0.8,-1.5,1.3,-1.1
CCHFV vOTU inh,-7,6,-2,-2,11,0,-3,5,-1,-7
DUSP3 inh,.,-6,-9,3,.,-5,-12,-2,.,11
BoNT-F LC inh,2,-5,-6,2,-7,-5,-2,3,1,-2
FBA Mtb inh,1,-2,0,1,2,1,5,0,-2,-1
FadD28 binding,0.0,-1.3,0.5,0.1,0.3,-0.6,-0.4,-3.2,-3.9,-2.0
GDH-TPI inh,5,22,22,-8,-1,-11,2,0,15,4
UGM FP inh,.,1.9,1.7,-0.6,.,1.4,.,-5.6,.,1.4

31) CCN(CC)C(=O)c1cccc(-c2csc(C(C)(O)c3cccc(OC)c3)n2)c1 (stereo not given)
32) Cc1cccc(CC(=O)NC2CCS(=O)(=O)C2)c1 (stereo not given)
33) CS(=O)(=O)c1[nH]nc(-c2ccccc2)c1C#N
34) O=C(COC(=O)c1ccccc1F)NC1CC1
35) CC1CCc2c(sc(NC(=O)C3=COCCO3)c2C(N)=O)C1 (stereo not given)
36) c1ccc(COc2ccc(CN3CCN(c4ccccn4)CC3)cc2)cc1
37) CCc1ccc(N(C(=O)CNC(=O)c2ccco2)C(C(=O)NC2CCCC2)c2ccncc2)cc1 (stereo not given)
38) COc1ccc(/C=C(/NC(=O)c2ccccc2Cl)C(=O)O)cc1
39) Cc1ccc(C(=O)C(C)OC(=O)c2nc(Cl)ccc2Cl)cc1 (stereo not given)
40) Cc1ccc(C)c(CSc2nnc(CCN)o2)c1
compound no.,31,32,33,34,35,36,37,38,39,40
Rv3671c protease,.,10,8,1,-7,-1,-2,-11,-9,1
MazF activator,.,1,0,-1,2,-1,4,-2,-7,7
BioA inh,0.4,0.1,.,2.1,0.3,-2.2,0.0,.,0.5,3.2
CCHFV vOTU inh,-5,-8,-13,3,-11,0,-3,4,13,-2
DUSP3 inh,.,.,-5,.,.,12,19,18,26,2
BoNT-F LC inh,-2,8,-3,-5,.,-7,-7,-7,2,6
FBA Mtb inh,-2,-1,-1,2,0,-8,4,-1,2,-6
FadD28 binding,-3.0,-2.7,-6.2,-0.4,-0.5,-2.6,-1.1,-1.0,-1.7,-3.4
GDH-TPI inh,3,1,7,-3,17,-6,-4,4,7,-2
UGM FP inh,.,-0.1,-0.6,-0.9,-1.6,-1.5,0.9,0.0,0.8,0.2

# Molecules above containing two or more sulfur atoms:
2) COc1cccc(CNC(=O)CSc2ccc(-c3cccs3)nn2)c1
30) Cc1cc2ccccc2nc1SCC(=O)Nc1nc(-c2ccccc2)cs1
compound no.,2,30
Rv3671c protease,-5,-3
MazF activator,2,-16
BioA inh,.,-1.1
CCHFV vOTU inh,-4,-7
DUSP3 inh,-3,11
BoNT-F LC inh,-4,-2
FBA Mtb inh,0,-1
FadD28 binding,-1.2,-2.0
GDH-TPI inh,10,4
UGM FP inh,-3.1,1.4

# (continued)
41) CCOC(=O)C1CCN(C(=O)CN(c2ccc(OC)cc2)S(=O)(=O)c2c(C)nn(C)c2C)CC1
42) COc1ccccc1NS(=O)(=O)c1cc(C(=O)NCc2ccco2)ccc1C
43) COc1ccc(Cc2nnc(NC(=O)c3cccs3)s2)cc1OC
44) CCc1ccc(/C=N/NC(=O)c2ccccn2)cc1
45) COc1ccc(OC)c(CCNC(=O)c2cccc(NC(=O)C3=C(C)OCCS3)c2)c1
46) O=C(NCCCN1CCOCC1)c1cc(-c2ccc3c(c2)OCO3)nc2ccccc12
47) CC1CCC2(CC1)NC(=O)N(CC(=O)N1CCOCC1)C2=O (stereo not given)
48) CCC(=O)Nc1nnc(Cc2ccccc2)s1
49) CC(=O)Nc1ccc(S(=O)(=O)Nc2ccc(C(=O)NCC(=O)O)cc2)cc1
50) O=C(COC(=O)c1cc(=O)[nH]c2ccccc12)NC(=O)c1ccccc1
compound no.,41,42,43,44,45,46,47,48,49,50
Rv3671c protease,2,-10,3,-3,0,3,-3,2,-12,-5
MazF activator,10,0,1,9,11,10,7,2,6,-9
BioA inh,-2.1,0.8,2.9,-1.1,4.3,-1.5,-0.3,-1.5,-0.4,-1.6
CCHFV vOTU inh,14,-11,-5,-11,8,11,-6,0,9,-2
DUSP3 inh,15,35,4,18,-10,13,.,-13,12,.
BoNT-F LC inh,-3,16,1,.,3,1,-9,-4,-11,12
FBA Mtb inh,4,-1,0,0,-11,1,-2,0,-1,10
FadD28 binding,-2.1,-1.0,-2.7,-2.4,-4.6,-0.3,-4.5,-4.2,-2.8,-0.2
GDH-TPI inh,10,-2,9,5,-4,25,-8,-9,-9,11
UGM FP inh,-2.1,0.8,1.9,-2.2,-0.7,1.0,-0.2,1.8,-2.3,-0.9

51) CC(C)c1cccc(C(C)C)c1NC(=O)c1ccc(-c2cc(Cl)ccc2Cl)o1
52) CCCCNC(=O)C1(C)CCN1C(=O)c1sccc1C (stereo not given)
53) CCN1CCN(C(=O)Cn2ncc3c([nH]c4ccccc43)c2=O)CC1
54) CCOc1ccccc1NC(=O)CCCc1nc2ccccc2c(=O)[nH]1
compound no.,51,52,53,54
Rv3671c protease,.,.,0,-2
MazF activator,.,.,7,-3
BioA inh,-0.1,0.7,-1.6,-0.6
CCHFV vOTU inh,0,4,-2,-5
DUSP3 inh,.,.,10,40
BoNT-F LC inh,0,-4,3,-2
FBA Mtb inh,-2,1,9,-1
FadD28 binding,-3.0,-1.2,0.7,1.0
GDH-TPI inh,1,4,7,13
UGM FP inh,.,.,-0.7,1.6
